Screening results from PubChem.
TGFb inhibitor = inhibitors of TGF-b signaling | AID 588855 | 410,000 compounds, 1.2% hits | Potency, µM (doses to about 46.1 µM), for inactives: at the top dose activity, negative = inhibition, hits mostly inhibitors | HepG2 CAGA-GFP TGF-b/SMAD3 reporter, GFP fluorescence, 18 h; TGF-beta stimulated, 500 pg/mL final; also: potency is read from the fitted curve at half-maximal effect; % is scaled to controls: 0 for no effect and ±100 for the full control effect; nearly all actives have a fitted effect of over 65% in size
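Inhibition was scored as loss of TGF-beta-induced (500 pg/mL final, 18 hours, 37 degrees C) GFP in HEPG2 cells carrying a CAGA-GFP reporter, in DMEM with 1% FBS. Well GFP was summed per cell; Activity was normalised to unstimulated and stimulated DMSO wells, then concentration-response fitting.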
A549 tox = A549 cytotoxicity, counter-screen for Nrf2 inhibitors; A549 ARE-Fluc cells, CellTiter-Fluor viability, 18-24 h; 390,000 compounds, 0.16% hits; Potency, µM (highest dose often 46 µM), for the others: top-dose activity change, negative = cytotoxicity, hits mostly inhibitors; also: potency is read from the fitted curve at half-maximal effect; % is scaled to controls: 0 for no effect and ±100 for the full control effect
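A549 ARE_Fluc cells in 5% FBS OPTI-MEM were exposed to compounds in concentration-response for 18-24 h at 37 deg C. Viability was read by CellTiter-Fluor fluorescence (Ex 405/Em 525) after 30 min, before the luciferase read.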
EPAC2 ag = EPAC2 (human) agonism | Potency, µM (series often up to 154 µM), inactives show top-dose activation, actives largely listed as activators | AID 720711 | 360,000 compounds, 0.079% hits | EPAC2 activation, biochemical qHTS; response scale: 100% = 6.5 mM cAMP response; also: potency is read from the fitted curve at half-maximal effect; nearly all actives have a fitted effect of over 50% in size
Target sequence (Q8WZA2 whole entry, looked up): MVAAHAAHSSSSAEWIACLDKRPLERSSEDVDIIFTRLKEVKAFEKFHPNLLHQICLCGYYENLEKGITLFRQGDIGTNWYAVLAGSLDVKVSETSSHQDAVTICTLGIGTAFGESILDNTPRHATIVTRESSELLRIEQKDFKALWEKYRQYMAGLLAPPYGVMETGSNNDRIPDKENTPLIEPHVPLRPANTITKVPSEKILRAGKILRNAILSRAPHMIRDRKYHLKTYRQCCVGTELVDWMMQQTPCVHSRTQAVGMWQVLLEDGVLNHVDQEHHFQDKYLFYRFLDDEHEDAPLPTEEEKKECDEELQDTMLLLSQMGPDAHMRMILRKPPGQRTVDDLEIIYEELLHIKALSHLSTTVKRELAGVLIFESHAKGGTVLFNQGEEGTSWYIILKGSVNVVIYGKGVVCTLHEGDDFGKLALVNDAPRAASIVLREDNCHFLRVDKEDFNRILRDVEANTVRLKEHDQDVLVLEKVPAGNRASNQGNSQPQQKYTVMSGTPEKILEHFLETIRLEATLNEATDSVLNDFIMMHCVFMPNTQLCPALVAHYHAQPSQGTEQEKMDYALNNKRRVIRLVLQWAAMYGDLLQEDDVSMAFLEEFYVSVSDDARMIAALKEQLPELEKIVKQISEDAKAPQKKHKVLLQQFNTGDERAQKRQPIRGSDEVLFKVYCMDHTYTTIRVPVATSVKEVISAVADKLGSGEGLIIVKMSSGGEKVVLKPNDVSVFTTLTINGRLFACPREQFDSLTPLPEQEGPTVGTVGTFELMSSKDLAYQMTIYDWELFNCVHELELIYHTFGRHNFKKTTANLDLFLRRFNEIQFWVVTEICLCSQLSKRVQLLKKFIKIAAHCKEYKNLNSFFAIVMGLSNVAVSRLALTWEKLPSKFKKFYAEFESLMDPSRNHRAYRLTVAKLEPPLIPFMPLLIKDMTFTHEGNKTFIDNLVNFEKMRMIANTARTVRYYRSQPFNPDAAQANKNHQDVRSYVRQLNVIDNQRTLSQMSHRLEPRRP
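Readout is BODIPY fluorescence (480 nm excitation, 540 nm emission), which falls as labeled GDP is exchanged off Rap1B. EPAC2 at 100 nM acted on 250 nM RAP1B-BODIPY-GDP with 50 uM GDP present.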
EPAC2 antagonist = blocks human EPAC2 exchange factor; 360,000 compounds, 0.18% hits; Potency, µM (doses to about 114 µM), for the others: top-dose activity, negative = inhibition, actives largely listed as inhibitors; Q8WZA2; EPAC2 GEF exchange of Rap1B-BODIPY-GDP, fluorescence; AID 720708; also: potency is read from the fitted curve at half-maximal effect; % is scaled to controls: 0 for no effect and ±100 for the full control effect; nearly all actives have a fitted effect of over 45% in size; many of its hits are not listed in these tables
Nrf2 ARE act = activates Nrf2 signaling; AREc32 ARE-luciferase reporter (MCF7-derived line), luminescence, 24 h; Potency, µM (highest dose often 46.1 µM), for inactives: top-dose activation, actives largely listed as activators; 410,000 compounds, 0.31% hits; also: potency is read from the fitted curve at half-maximal effect; % of control where 0% means no effect; nearly all actives have a fitted effect of over 65% in size
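Reporter line AREc32 (ARE-Fluc), seeded overnight in OPTI-MEM with 5% FBS; compound pin-transferred, 24 hr at 37 deg C, 5% CO2; luminescent read-out.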
Mm-Cpn inhibitor = blocks the Methanococcus maripaludis chaperonin Mm-Cpn | purified Mm-Cpn ATPase, ADP Transcreener TR-FRET | Potency, µM (series often up to 76.9 µM), for the others: at the top dose activity, negative = inhibition, usual class: inhibitors | 330,000 compounds, 0.031% hits | AID 504842; also: potency is read from the fitted curve at half-maximal effect; % is scaled to controls: 0 for no effect and ±100 for the full control effect; nearly all actives have a fitted effect of over 80% in size
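Quantitative HTS used 25 nM Mm-CPN and 10 uM ATP in magnesium/KCl Tris buffer, pH 7.4, with 1 mM DTT. Hydrolysis ran 30 min at 37°C; ADP was read by HTRF.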
Nrf2 block = Nrf2 pathway inhibition; A549 ARE-Fluc reporter, luciferase luminescence, 18-24 h; Potency, µM (doses to about 46 µM), without a hit: at the top dose activity change, negative = inhibition, most hits filed as inhibitors; 360,000 compounds, 2.1% hits; also: potency is read from the fitted curve at half-maximal effect; % is scaled to controls: 0 for no effect and ±100 for the full control effect; nearly all actives have a fitted effect of over 60% in size
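Reporter: ARE-Fluc in A549. Exposure: 18-24 h, 37 °C, 5% CO2, 5% FBS OPTI-MEM. Readouts: fluorescent cytotoxicity (CellTiter-Fluor), then luminescent Nrf2 signal after BugLite.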
CCT chaperon mod = changes cytosolic chaperonin activity; purified chaperonin ATPase assay, HTRF ADP detection, 30 min; activity change, % (test concentration not listed), hits read low; 360,000 compounds, 0.3% hits; AID 651819; in the data active = activity change below about -30%; also: % is scaled to controls: 0 for no effect and ±100 for the full control effect
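First, chaperonin was dispensed at 40 nM or 20 nM final depending on batch activity. Next, compounds were pinned at 76 uM and ATP added at 10 uM. After 30 min at 37 °C, ADP detection reagents ran 30 min at ambient temperature.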
Akt phos inh = blocks phosphorylation of Akt; Neuro2A IGF-stimulated pAkt S473 HTRF, 20 min; stronger effect = lower value; activity change, % for hits at 50 µM; 360,000 compounds, 0.32% hits; in the data active = activity change below about -80%; inconclusive = mostly about -51% to -80%; also: % is scaled to controls: 0 for no effect and ±100 for the full control effect
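Single-point screen (50 µM final compound) in Neuro2A cells stimulated 20 min with 6 nM IGF at 37 deg C. After lysis, Ser473-phosphorylated Akt read by HTRF (ex 330 nm, em 615/665 nm) as the 665/615 ratio.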
Starred values were filed as active, the others as inactive; i = inactive; ? = inconclusive; / = no result given; & = joins results of further samples; [ ] = remark or other dose. Unless noted, calls follow the shape of the dose curve; as a rule, active = well fitted curve in the direction sought with a large enough effect; inconclusive = small, poorly fitted or top-dose-only effect, or another doubt; inactive = no such curve, though single readings can be large; an effect the other way counts as inactive or inconclusive. These rows are one share of the data; rates above refer to the full screens.

A first look:
Abbreviations – A = TGFb inhibitor; B = A549 tox; C = EPAC2 ag; D = EPAC2 antagonist; E = Nrf2 ARE act; F = Mm-Cpn inhibitor; G = Nrf2 block; H = CCT chaperon mod; I = Akt phos inh
(1) CC(=O)c1ccc(OC2(C)CCN(Cc3cc4ccccc4[nH]3)C2)cc1 (configuration not stated)
  A: 9.2% | B: / | C: 1.4% | D: 1.1% | E: 21.9% | F: / | G: / | H: -1.6 | I: i

(2) CCN(C(=O)CSc1nnc(Cc2ccccc2F)n1N)C1CCS(=O)(=O)C1 (configuration not stated)
  A: -21.4% | B: -2.7% | C: -0.2% | D: 8.8% | E: 0.1% | F: 2.4% | G: 8.5% | H: -2.6 | I: i

Results, from the first entry:
Abbreviations – A = TGFb inhibitor; B = A549 tox; C = EPAC2 ag; D = EPAC2 antagonist; E = Nrf2 ARE act; F = Mm-Cpn inhibitor; G = Nrf2 block; H = CCT chaperon mod; I = Akt phos inh
(1) CC(=O)c1ccc(OC2(C)CCN(Cc3cc4ccccc4[nH]3)C2)cc1 (configuration not stated)
  A: 9.2% | B: / | C: 1.4% | D: 1.1% | E: 21.9% | F: / | G: / | H: -1.6 | I: i

(2) CCN(C(=O)CSc1nnc(Cc2ccccc2F)n1N)C1CCS(=O)(=O)C1 (configuration not stated)
  A: -21.4% | B: -2.7% | C: -0.2% | D: 8.8% | E: 0.1% | F: 2.4% | G: 8.5% | H: -2.6 | I: i

(3) CN(CC(=O)Nc1ccccc1Cl)C(=O)COC(=O)c1ccc(S(=O)(=O)C(F)F)cc1
  A: 8.0% | B: -3.8% | C: 1.5% | D: -1.9% | E: -0.5% | F: -2.8% | G: 0.3% | H: 1.7 | I: i

(4) COc1ccc(C2CC(=O)c3c([nH]c(C(=O)OC4CCCCCC4)c3C)C2)cc1 (configuration not stated)
  A: 6.6% | B: -2.4% | C: / | D: / | E: -0.4% | F: / | G: 4.9% | H: / | I: /

(5) CCCSc1nc2sc3c(c2c(=O)[nH]1)CC(C)CC3 (configuration not stated)
  A: 30.3%[activator] | B: 2.4% | C: -2.1% | D: -5.5% | E: 0.2% | F: 0.4% | G: ? | H: 0.1 | I: i

(6) COc1cc(C2C(C(=O)c3cccs3)=C(O)C(=O)N2CCN2CCOCC2)ccc1OCCC(C)C (configuration not stated)
  A: -0.6% | B: -2.1% | C: -2.7% | D: -5.5% | E: 0.2% | F: / | G: 20.3% | H: -0.6 | I: i

(7) CCNc1nc(NC(C)C)nc(Oc2ccc(OCCOc3ccc(C)cc3)nn2)n1
  A: 1.2% | B: -11.9% | C: 12.0% | D: -10.7% | E: 2.9% | F: 2.0% | G: ? | H: -0.2 | I: i

(8) O=C1Nc2ccc(S(=O)(=O)NCCC3=CCCCC3)c3cccc1c23
  A: 8.3% | B: -11.1% | C: -12.3% | D: 3.2%[57.1 µM] | E: 3.0% | F: -10.8% | G: ? | H: -2.1 | I: i

(9) CCCCC#Cc1ccc2c(c1)COc1c3ccccc3nn1-2
  A: ? | B: -1.7% | C: -0.9% | D: -8.8% | E: 0.1% | F: 0.6% | G: ? | H: 1.9 | I: i

(10) O=C(Nc1cccnc1)c1ccc([N+](=O)[O-])cc1Cl
  A: 1.4% | B: 2.4% | C: -3.2% | D: -0.4% | E: -0.1% | F: -0.1% | G: -14.5% | H: 0.5 | I: i

Sorted by length of the SMILES (lowest first): some entries from above.
Abbreviations – A = TGFb inhibitor; B = A549 tox; C = EPAC2 ag; D = EPAC2 antagonist; E = Nrf2 ARE act; F = Mm-Cpn inhibitor; G = Nrf2 block; H = CCT chaperon mod; I = Akt phos inh
(5) CCCSc1nc2sc3c(c2c(=O)[nH]1)CC(C)CC3 (configuration not stated)
  A: 30.3%[activator] | B: 2.4% | C: -2.1% | D: -5.5% | E: 0.2% | F: 0.4% | G: ? | H: 0.1 | I: i

(10) O=C(Nc1cccnc1)c1ccc([N+](=O)[O-])cc1Cl
  A: 1.4% | B: 2.4% | C: -3.2% | D: -0.4% | E: -0.1% | F: -0.1% | G: -14.5% | H: 0.5 | I: i

(8) O=C1Nc2ccc(S(=O)(=O)NCCC3=CCCCC3)c3cccc1c23
  A: 8.3% | B: -11.1% | C: -12.3% | D: 3.2%[57.1 µM] | E: 3.0% | F: -10.8% | G: ? | H: -2.1 | I: i

(1) CC(=O)c1ccc(OC2(C)CCN(Cc3cc4ccccc4[nH]3)C2)cc1 (configuration not stated)
  A: 9.2% | B: / | C: 1.4% | D: 1.1% | E: 21.9% | F: / | G: / | H: -1.6 | I: i

(7) CCNc1nc(NC(C)C)nc(Oc2ccc(OCCOc3ccc(C)cc3)nn2)n1
  A: 1.2% | B: -11.9% | C: 12.0% | D: -10.7% | E: 2.9% | F: 2.0% | G: ? | H: -0.2 | I: i

(4) COc1ccc(C2CC(=O)c3c([nH]c(C(=O)OC4CCCCCC4)c3C)C2)cc1 (configuration not stated)
  A: 6.6% | B: -2.4% | C: / | D: / | E: -0.4% | F: / | G: 4.9% | H: / | I: /

(3) CN(CC(=O)Nc1ccccc1Cl)C(=O)COC(=O)c1ccc(S(=O)(=O)C(F)F)cc1
  A: 8.0% | B: -3.8% | C: 1.5% | D: -1.9% | E: -0.5% | F: -2.8% | G: 0.3% | H: 1.7 | I: i

The list continues.
Abbreviations – A = TGFb inhibitor; B = A549 tox; C = EPAC2 ag; D = EPAC2 antagonist; E = Nrf2 ARE act; F = Mm-Cpn inhibitor; G = Nrf2 block; H = CCT chaperon mod; I = Akt phos inh
(11) COc1ccc(Cl)cc1NS(=O)(=O)c1c(C)[nH]c(=O)[nH]c1=O
  A: 3.0%&1.5% | B: 1.0%&-0.5% | C: 6.5% | D: 3.7% | E: -1.1%&0.3% | F: 0.6% | G: -2.0%&-9.7% | H: -0.1 | I: i

(12) NC(=O)c1cc2cc(Br)ccc2oc1=NCc1ccccc1
  A: 6.0% | B: 17.5% | C: 5.2% | D: -9.0% | E: 3.6% | F: 1.7% | G: / | H: -3.7 | I: i

(13) O=C(Nc1ccc(F)cc1)c1cccc2ccccc12
  A: 1.9% | B: 0.4% | C: -0.9% | D: 8.8% | E: 9.3% | F: -0.4% | G: 15.2% | H: -4.6 | I: i

(14) CNC(=S)N1N=C(c2cccs2)CC1c1ccc(OC)cc1 (configuration not stated)
  A: 1.9% | B: -4.7% | C: 6.5% | D: -8.0% | E: 0.2% | F: -6.7% | G: ? | H: -2.9 | I: i

(15) O=[N+]([O-])c1ccccc1/C=C/CN1CCCCC1
  A: 12.9% | B: -4.7% | C: 10.0% | D: 6.7% | E: -0.8% | F: -1.7% | G: -19.5% | H: -2.4 | I: i

(16) CCNC(=S)N(Cc1cccs1)Cc1cc2cc(OCC)ccc2[nH]c1=O
  A: -2.0% | B: 1.3% | C: -3.4% | D: -9.9% | E: 4.1% | F: -2.6% | G: 0.7% | H: 0.7 | I: i

(17) CN1CCN(S(=O)(=O)c2ccc(N3CCN(C(c4ccccc4)c4ccccc4)CC3)nc2)CC1
  A: 22.2% | B: -19.4% | C: 1.4% | D: -5.1% | E: 0.5% | F: -5.0% | G: 1.3% | H: 0.8 | I: i

(18) COc1ccccc1N1CCN(CC(=O)c2c[nH]c3ccccc23)CC1
  A: -7.0% | B: -4.1% | C: 4.6% | D: -6.3% | E: -0.4% | F: 3.2% | G: ? | H: 1.5 | I: i

(19) CC1=C(C#N)C(/C=N/OCc2ccc(Cl)cc2)CC(=O)N1 (configuration not stated)
  A: -31.2% | B: 0.5% | C: 2.6% | D: -1.9% | E: 0.6% | F: 1.1% | G: 1.9% | H: -1.3 | I: i

(20) COc1ccc(C(C(=O)NCC2CCCO2)N(C(=O)c2snc(C(N)=O)c2N)c2ccccc2C)cc1OC (configuration not stated)
  A: -18.7% | B: -0.2% | C: 4.3% | D: 1.6% | E: 0.1% | F: -0.6% | G: ? | H: -0.6 | I: i

(21) COc1ccc(/C=C2/C(=N)N3C(=NC2=O)Sc2cc(S(C)(=O)=O)ccc23)cc1OC
  A: 24.6% | B: 8.6% | C: -3.0% | D: -0.5% | E: 0.0% | F: -4.6% | G: 0.6% | H: -7.2 | I: i

(22) CCOc1ccc(CN2CCNC(=O)C2CC(=O)O)cc1 (configuration not stated)
  A: 18.2% | B: 8.8% | C: 6.3% | D: -7.5% | E: 0.4% | F: 1.1% | G: 1.4% | H: 0.2 | I: i

(23) CC(C)Cn1cc(NC(=O)Nc2cccc(C(F)(F)F)c2)c2ccccc2c1=O
  A: ? | B: -19.7% | C: / | D: / | E: 2.3% | F: / | G: 23.1µM* | H: / | I: /

(24) CN1C(=O)CC(N2CCC(C(N)=O)CC2)C1=O (configuration not stated)
  A: ? | B: 1.7% | C: 5.1% | D: 4.6% | E: -0.6% | F: 0.3% | G: 5.6% | H: -1.8 | I: i

(25) CCNC(=S)N(Cc1cc2cc(C)cc(C)c2[nH]c1=O)C1CCCC1
  A: -4.1% | B: -0.5% | C: -15.8% | D: -0.4% | E: 2.7% | F: 0.1% | G: -4.2% | H: -1.9 | I: i

(26) CCOc1cc(-c2sc(Nc3ccccc3)n[n+]2C)ccc1OC
  A: 1.8% | B: 5.8% | C: -6.2% | D: -11.8% | E: 3.5% | F: -1.8% | G: -2.0% | H: 0.7 | I: i

(27) O=S(=O)(c1ccc(F)c(F)c1)N1CCN(CCc2ccccc2)CC1
  A: -20.1% | B: 0.4% | C: 10.4% | D: 14.5% | E: 3.7% | F: -1.1% | G: 23.1µM* | H: -1.3 | I: i

(28) Cc1c(NC(=O)N(C)C)c(=O)n(-c2ccccc2)n1C
  A: -26.0% | B: -13.6% | C: 7.3% | D: 2.7% | E: -1.1% | F: -1.6% | G: 2.7% | H: -7.5 | I: i
